High-throughput results from PubChem.
K1F lysis inhibition: protection from phage-mediated lysis, alamar blue read-out – E. coli UTI89, K1F phage, bacterial capsule biogenesis inhibitors (AID 488966) | E. coli UTI89 K1F phage lysis, alamar blue, 2 h; higher % means a stronger effect | 340,000 compounds, 0.02% hits | one-dose inhibition, % at 100 µM; IC50 in µM for titrated hits;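 active = phage lysis inhibition, versus mean bacterial control, above a set limit; inconclusive = no clear call, values can overlap the other calls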;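 also: capsule biogenesis inhibitors block K1F phage lysis so surviving cells raise fluorescence; higher fluorescence means more inhibition of phage lysis; actives were called in the ten point dose series up to 300 µM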
West Nile virus CPE: West Nile virus antiviral activity, cell-based, CPE readout (AID 1621). one-dose CPE inhibition, % at 10 µM; IC50 in µM for titrated hits. West Nile virus-infected cells, CPE inhibition; higher % means a stronger effect. 290,000 compounds, 0.02% hits; in the data active = a potency from the dose series; inconclusive = CPE inhibition mostly from about 3.7% at the one dose, without a potency; inactive = the rest, 99 in 100 with CPE inhibition below about 2.2%; also: strong numbers were not always called active
Large T inhibition: TAg ATPase/helicase activity blockers – biochemical (AID 1903). one-dose inhibition, % at 20 µM; IC50 in µM for titrated hits. 310,000 compounds, 0.39% hits. SV40 large T antigen ATPase/helicase inhibition assay; higher % means a stronger effect; in the data active = a potency from the dose series; inconclusive = inhibition mostly from about 32% at the one dose, without a potency; inactive = the rest, 99 in 100 with inhibition below about 32%; also: strong numbers were not always called active
XIAP displacement: small molecules displacing peptide from XIAP – biochemical, IAP family, fluorescence polarization (AID 1018). XIAP BIR domain, fluorescence polarization peptide displacement; higher % means a stronger effect. displacement, % at 20 µM, or IC50 in µM where a hit was titrated. 200,000 compounds, 0.007% hits; in the data active = displacement above about 50%; also: a part of the inactive calls stands beside numbers as strong as those of hits
ER stress rescue: rescue of cells from ER stress-induced death, primary screen, 384-well, CSM14.1, thapsigargin, ATP luminescence (AID 1222). 190,000 tested, under 10 active. CSM14.1 thapsigargin-induced death rescue, ATP luminescence; higher % means a stronger effect. one-dose cellular ATP content (survival), % at 20 µM; EC50 in µM for titrated hits;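 active = EC50 below 50 µM in the dose-response confirmation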;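 also: death triggered by thapsigargin at about 15 µM added after 2 h compound pretreatment; cell ATP read after overnight thapsigargin exposure of roughly 18 to 22 hours; normalized against plate controls of thapsigargin alone and 5% DMSO vehicle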
RSV antiviral HEp-2: RSV antiviral activity via CPE protection, HEp-2 cells, primary 10 µM value included (AID 2391); 310,000 compounds, 0.13% hits; HEp-2 cells, RSV-induced CPE inhibition; higher % means a stronger effect; CPE inhibition, % at 10 µM; hits with a dose series show IC50 in µM; in the data active = a potency from the dose series; inconclusive = CPE inhibition mostly from about 23% at the one dose, without a potency; inactive = the rest, 99 in 100 with CPE inhibition below about 21%; also: strong numbers were not always called active
Dengue-2 NS5 capping: flavivirus cap methylation enzyme inhibition – biochemical, confirmation dose response, primary screen (AID 588689). Dengue-2 NS5 methyltransferase capping enzyme assay, biochemical; higher % means a stronger effect. one-dose inhibition, % at 25 µM; IC50 in µM for titrated hits. 340,000 compounds, 0.3% hits; in the data active = a potency from the dose series; inconclusive = inhibition above about 29% without an active follow-up result
Yfh1-depleted yeast: enhancers of respiration in Yfh1-depleted yeast, dose response, Friedreich's ataxia, plus single-dose screen (AID 1465) | S. cerevisiae Yfh1-off respiration, WST-1 reduction, 72 h; higher fold induction means a stronger effect | one-dose fold induction at 50 µM; EC50 in µM for titrated hits | 220,000 compounds, 0.074% hits;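 active = fold induction of absorbance versus untreated yeast above a set limit, then at least 30% activation at any dose in follow-up; inconclusive = repeats straddling the limit, or above it without dose testing; inactive = fold induction below the set limit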;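 also: activators that raise dye reduction in frataxin-depleted yeast; strong numbers were not always called active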
WT yeast gro inh: growth inhibition of WT yeast, mitochondrial fusion screen; mitochondrial fusion phenotypic screen, WT strain; inhibition, % at 10 µM; 190,000 compounds, 2.1% hits; in the data active = inhibition above about 58%; tested in S. cerevisiae
WT yeast gro inh mutant strain: also measured in WT yeast gro inh; calls as there; inhibition, %; mitochondrial fusion phenotypic screen, mutant strain inhibition
Dengue-2 NS5 capping pilot replicate: second read-out of Dengue-2 NS5 capping, no call of its own (marks repeat the call); inhibition, %; measured here: pilot screen replicate inhibition
* = called active by the depositor; i = inactive; ? = inconclusive; / = not tested or not shown; [ ] = dose if it differs, or a comment. Compounds as they come; overall some 2.2% were active at least once.

Start of the listing, in advance:
SMILES | K1F lysis inhibition | West Nile virus CPE | Large T inhibition | XIAP displacement | ER stress rescue | RSV antiviral HEp-2 | Dengue-2 NS5 capping | Yfh1-depleted yeast | WT yeast gro inh | WT yeast gro inh mutant strain | others
Oc1ccc(-c2cnns2)c(O)c1 | -5.5% | 0.7% | ? | -5.7% | 2.5% | 1.0% | -1% | i | -1 | -4
O=C(CSc1nnc(-c2ccccc2)n1-c1ccccc1)NCc1ccco1 | -1.8% | -1.0% | 10% | -4.6% | -3.4% | 1.2% | -7% | i | -45 | -27
O=C(Nc1ccccc1C(=O)NCCCn1ccnc1)c1ccccc1 | 2.9% | 0.0% | 17% | -3.4% | -1.2% | -1.1% | 1% | i | -10 | -10

The listing, from the first entry:
SMILES | K1F lysis inhibition | West Nile virus CPE | Large T inhibition | XIAP displacement | ER stress rescue | RSV antiviral HEp-2 | Dengue-2 NS5 capping | Yfh1-depleted yeast | WT yeast gro inh | WT yeast gro inh mutant strain | others
Oc1ccc(-c2cnns2)c(O)c1 | -5.5% | 0.7% | ? | -5.7% | 2.5% | 1.0% | -1% | i | -1 | -4
O=C(CSc1nnc(-c2ccccc2)n1-c1ccccc1)NCc1ccco1 | -1.8% | -1.0% | 10% | -4.6% | -3.4% | 1.2% | -7% | i | -45 | -27
O=C(Nc1ccccc1C(=O)NCCCn1ccnc1)c1ccccc1 | 2.9% | 0.0% | 17% | -3.4% | -1.2% | -1.1% | 1% | i | -10 | -10
c1ccc(-c2onc3cc4c(cc23)OCCO4)cc1 | 8.4% | 0.5% | 13% | -4.9% | -0.9% | 4.9% | -3% | i | 24 | 1
O=C(CN1CCCCCC1)N1c2ccccc2C=Cc2ccccc21 | 0.6% | -1.1% | 22% | -3.4% | 1.0% | 0.7% | -8% | i | -4 | 8
C=CCOc1ccc(/C=N/NC(=O)CN2CCOCC2)cc1OCC | / | 0.1% | 10% | -0.2% | 0.2% | 0.6% | / | i | -20 | -8
CCCC(=O)Nc1nc(C(=O)OCC)cs1 | -1.4% | -0.6% | 1% | -1.8% | -0.7% | -0.4% | -1% | i | -5 | 8
COc1ccc(C2CCCN2C(=S)Nc2cccc(Cl)c2C)cc1OC (stereo not drawn) | -1.2%[50 µM] | -1.3% | 4% | -9.6% | 8.2% | ? | -12% | i | 29 | 22
O=C1C(Cl)=C(N2CCOCC2)C(=O)N1CCc1ccccc1 | 0.3% | 0.0% | 9% | 0.2% | -4.4% | 18% | -1% | i | -20 | -3
CCN(CC)Cc1oc(-c2ccccc2)cc1C(=O)O | 0.0% | 0.3% | 15% | -3.0% | 2.1% | 0.7% | -8% | i | 11 | 3
NS(=O)(=O)c1ccc(CNC(=O)C2CCCCC2)cc1 | 2.8% | 0.7% | -6% | -0.1% | / | -1.1% | -7% | i | -7 | 9
O=C(N/N=C\c1ccc(OC(=O)c2cccs2)cc1)c1ccc(Cl)cc1 | 0.6%[50 µM] | 0.1% | 5% | -6.1% | -1.5% | -0.5% | 4% | i | -4 | 5
Cc1cccc(C(=O)Nc2cccc(C(=O)NC3CCCC3)c2)c1 | 0.4% | -0.6% | 4% | / | / | 16% | -5% | / | / | /
COc1ccc(N2CCN(S(=O)(=O)CCNC(=O)/C=C/c3ccc4c(c3)OCO4)CC2)cc1 | 1.9%[50 µM] | / | 13% | / | / | 0.1% | 1% | / | / | /
Cc1ccc(-c2nc(CN3CCCCC3)cc(CN3CCCCC3)c2O)cc1 | / | -0.1% | 25% | -7.7% | -0.4% | -1.6% | / | i | -7 | 13
O=c1[nH]c(/C=C/c2ccccc2[N+](=O)[O-])nc2ccccc12 | -0.2%[50 µM] | -1.1% | 5% | 1.7% | -1.6% | 0.6% | -4% | i | 1 | 8
Fc1ccc(NCc2cn3ccccc3n2)cc1 | -0.2% | 0.0% | 6% | -3.2% | -0.8% | 3.9% | -5% | i | 6 | -9
CN(C)S(=O)(=O)c1ccc(C(=O)NCc2ccc3[nH]c4c(c3c2)CCCC4)cc1 | 0.4% | 1.9% | 8% | -9.7% | -2.7% | 0.1% | -3% | i | -5 | -17
CCCSc1nnc(-c2cccc(S(=O)(=O)N(C)C)c2)n1-c1cc(OC)ccc1OC | 3.9% | / | 12% | -2.8% | -0.4% | 0.3% | -2% | i | -3 | -18
Cc1cc2n(n1)C(c1ccccc1)Nc1ccccc1-2 (stereo not drawn) | 0.1% | 0.2% | 2% | -4.0% | / | -1.9% | -2% | i | 2 | 25
CC(C)Cn1c(SCC(=O)Nc2ncccn2)nc2ccccc21 | -0.3% | -0.7% | 11% | -3.2% | 2.3% | 1.2% | -15% | i | -6 | -18
CC(C)OP(=O)(OC(C)C)C(NC(=O)c1ccccc1Br)C(N)=O (stereo not drawn) | 1.5% | 0.5% | 5% | / | / | 0.2% | -1% | i | / | /
COc1ccc(CNC(=O)CN(C(=O)c2csnn2)c2cnc3ccccc3c2)cc1 | 0.1% | -0.8% | 8% | / | / | 2.3% | -10% | / | / | /
O=C(CNC(=O)c1cccs1)NCCN1CCN(c2ccccc2F)CC1 | -0.3%[50 µM] | -0.3% | 17% | 4.6% | / | -1.1% | 1% | i | 22 | 17
COc1cc2ccccc2cc1C(=O)N1CCCC1 | 0.2%[50 µM] | -0.3% | 8% | / | / | 1.0% | -5% | / | / | /

Carrying on:
SMILES | K1F lysis inhibition | West Nile virus CPE | Large T inhibition | XIAP displacement | ER stress rescue | RSV antiviral HEp-2 | Dengue-2 NS5 capping | Yfh1-depleted yeast | WT yeast gro inh | WT yeast gro inh mutant strain | others
CN(Cc1ccccc1)C(=O)CCc1ccccc1 | -5.9% | -0.1% | 12% | -3.3% | -1.4% | 1.8% | -10% | i | -15 | 3
O=C(CN(C(=O)c1ccccc1Cl)N1C(=O)C2C3C=CC(C3)C2C1=O)c1cccs1 (stereo not drawn) | -0.3% | -0.1% | 18% | -6.6% | 0.8% | -1.6% | -1% | i | -4 | 8
O=C(Nc1cccc(S(=O)(=O)NCc2ccco2)c1)c1cc(-c2ccc(F)cc2)nc2ccccc12 | 0.7% | 1.2% | 1% | -6.9% | -1.9% | ? | -6% | i | -6 | 4
CC(C)(O)CNC(=O)C(Cc1ccccc1)N1C(=O)c2ccccc2C1=O (stereo not drawn) | -0.1% | 0.8% | 4% | / | / | 1.4% | -9% | / | / | /
CCOC(=O)C1CCN(C(=S)Nc2cccc(C)c2C)CC1 | 3.7% | -0.4% | 4% | -5.9% | -2.6% | 1.6% | -2% | i | 7 | 13
Cc1cc(C)nc(Nc2ccccc2Cl)n1 | -0.7% | -0.5% | 11% | / | / | 1.3% | 5% | / | / | /
O=C(NC1CCCc2ccccc21)C1CCC(CNS(=O)(=O)c2cccc3nsnc23)CC1 (stereo not drawn) | 0.4% | 1.5% | 6% | -4.5% | 0.4% | 0.6% | 1% | i | 2 | -8
Cc1ccc(OCc2nnc(NC(=O)c3ccco3)s2)c(C)c1 | 3.6% | -0.4% | 12% | -7.2% | -2.5% | 4.0% | 3% | i | 3 | 5
Cc1nc(SCC(=O)NC(C)c2ccccc2)c2oc3ccccc3c2n1 (stereo not drawn) | 8.9% | -0.6% | -2% | -6.5% | -2.1% | ? | 0% | i | 1 | -1
CCSc1ccc(-c2ccco2)nn1 | 0.5% | -0.3% | 4% | -7.8% | 1.4% | 0.8% | -2% | i | -6 | -13
CC(C)Oc1cccc(C(=O)C2CCCN(C(=O)c3ccnn3C)C2)c1 (stereo not drawn) | 0.1% | -0.5% | 9% | -11% | -1.1% | 6.8% | 0% | i | 9 | 9
CCCCNC(=O)CSc1nc2ccccc2c(=O)n1CCNC(C)=O | 0.1% | -0.3% | 12% | -6.0% | 2.1% | 1.0% | -5% | i | 2 | -5 | Dengue-2 NS5 capping pilot replicate=-1.2
O=C1CSCN1c1cc(Cl)ccc1Cl | / | 0.1% | 1% | 3.1% | 0.0% | 2.5% | / | i | 6 | 5
CCSc1nc(O)c(C2OC(=O)c3c2ccc(OC)c3OC)c(=O)n1-c1ccccc1 (stereo not drawn) | -0.2% | 1.6% | 1% | -7.7% | -0.9% | -0.2% | -1% | i | 6 | 19
N#Cc1ccsc1NC(=O)CN1CCN(c2ccccc2)CC1 | 1.9% | -0.4% | 10% | -4.1% | 2.1% | 5.4% | -1% | i | -1 | -11
O=C(CCNC(=O)c1ccc(Cl)cc1)NCC(c1ccco1)N1CCCCC1 (stereo not drawn) | 1.4%[50 µM] | / | 5% | / | / | -1.2% | -3% | / | / | /
O=C1CCC2c3ccc4ccccc4c3CCN12 (stereo not drawn) | 0.2% | -0.3% | 6% | -3.6% | 7.4% | 2.4% | 1% | i | 5 | 5 | Dengue-2 NS5 capping pilot replicate=-5.5
CCCN1C(=O)C2(C(C(=O)c3ccc(C)o3)=C(O)C(=O)N2CCCN2CCOCC2)c2ccccc21 (stereo not drawn) | 0.6% | -0.3% | 27% | 0.4% | -2.0% | / | -2% | i | -15 | 9
CCOC(=O)Cn1nnnc1CN(Cc1ccccc1)Cc1cc2cc(CC)ccc2[nH]c1=O | -0.2% | -0.4% | 0% | -4.5% | 0.7% | 1.1% | -1% | i | 0 | -4
Cn1c(CN2CCOCC2)nc2cc(NC(=O)COc3ccccc3)ccc21 | 3.4% | 0.2% | 2% | 16% | -1.7% | 9.5% | -2% | i | -1 | 8
Cc1cc(C(=O)COC(=O)Cc2n[nH]c(=O)c3ccccc23)c(C)n1-c1cccc(C(F)(F)F)c1 | 5.6% | -0.8% | 28% | -5.5% | -1.0% | ? | -7% | i | 49 | 3
COc1cc(OC)cc(C(=O)NC(C)c2cnn(-c3ccccc3C)c2C)c1 (stereo not drawn) | 0.4% | -1.4% | 1% | -3.3% | 2.8% | 2.5% | -4% | i | -9 | -2
Cc1ccc(C(=O)N/N=C\c2ccc(-c3ccc(Cl)c(Cl)c3)o2)cn1 | -0.3% | -0.7% | 7% | / | / | 0.5% | -5% | i | / | /
Cc1cc(OCCN2CCOCC2)nc2ccccc12 | 1.7% | -0.1% | 2% | -1.6% | -0.5% | -0.6% | -1% | i | -20 | -19

Some of these compounds in order of heavy-atom count, descending:
SMILES | K1F lysis inhibition | West Nile virus CPE | Large T inhibition | XIAP displacement | ER stress rescue | RSV antiviral HEp-2 | Dengue-2 NS5 capping | Yfh1-depleted yeast | WT yeast gro inh | WT yeast gro inh mutant strain | others
C=CCOc1ccc(/C=N/NC(=O)CN2CCOCC2)cc1OCC | / | 0.1% | 10% | -0.2% | 0.2% | 0.6% | / | i | -20 | -8
O=c1[nH]c(/C=C/c2ccccc2[N+](=O)[O-])nc2ccccc12 | -0.2%[50 µM] | -1.1% | 5% | 1.7% | -1.6% | 0.6% | -4% | i | 1 | 8
Cc1cc(C)nc(Nc2ccccc2Cl)n1 | -0.7% | -0.5% | 11% | / | / | 1.3% | 5% | / | / | /
